Assay outcomes: PubChem BioAssay, National Center for Advancing Translational Sciences (NCATS)
GLS inhibitor: glutaminase GLS (human) inhibition. O94925. Potency, µM (top dose mostly 45.5 µM), inactives show at the top dose activity change, negative = inhibition, hits mostly inhibitors. actives 0.21% (n = 410,000). GLS enzymatic activity, qHTS titration. AID 624170; also: % is scaled to controls: 0 for no effect and ±100 for the full control effect
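Assay buffer: 45 mM KH2PO4 pH 8.2, 0.02% Tween-20. hKGA acts on L-glutamine (1 mM solution added); product glutamate is reported by an oxidase/peroxidase Amplex Red coupling, with fluorescence taken at baseline and 30 min.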
TrxR1 inh: inhibitors of rat thioredoxin reductase 1; O89049; recombinant rTrxR1, NADPH fluorescence consumption, selenite substrate; Potency, µM (top dose mostly 114 µM), inactives show at the top dose activity change, negative = inhibition, usual class: inhibitors; actives 1% (n = 390,000); also: % is scaled to controls: 0 for no effect and ±100 for the full control effect; nearly all actives have a fitted effect of over 65% in size
Target sequence (O89049 whole entry, looked up): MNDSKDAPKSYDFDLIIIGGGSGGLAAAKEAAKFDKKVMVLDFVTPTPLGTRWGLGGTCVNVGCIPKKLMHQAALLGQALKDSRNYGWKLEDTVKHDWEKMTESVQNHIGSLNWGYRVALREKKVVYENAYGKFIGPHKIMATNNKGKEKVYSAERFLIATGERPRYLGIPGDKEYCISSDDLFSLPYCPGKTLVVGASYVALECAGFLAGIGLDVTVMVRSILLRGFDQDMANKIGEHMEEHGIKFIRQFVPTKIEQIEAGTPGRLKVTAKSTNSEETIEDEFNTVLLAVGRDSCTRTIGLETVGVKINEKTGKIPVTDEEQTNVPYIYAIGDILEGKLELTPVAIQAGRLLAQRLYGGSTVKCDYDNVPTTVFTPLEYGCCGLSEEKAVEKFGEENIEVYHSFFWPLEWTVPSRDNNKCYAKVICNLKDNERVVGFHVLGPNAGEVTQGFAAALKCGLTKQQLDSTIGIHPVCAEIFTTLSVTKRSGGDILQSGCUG
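Rat TrxR1 (90 nM in the dispensed reagent) was pre-reduced with 400 uM NADPH for 5 min at room temperature, then incubated with compound for 15 min. After 400 uM selenite was added, NADPH fluorescence (Ex 340/Em 450 nm) was followed for 8 min.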
Pin1 inh: blocks the human prolyl isomerase Pin1; Potency, µM (top dose mostly 115 µM), for the others: at the highest dose activity, negative = inhibition, most hits filed as inhibitors; Q13526; Pin1 FP peptide displacement, HiFluor488, 10 min; actives 0.009% (n = 390,000); active = well fitted inhibition curve with a large enough effect in the polarisation, with a control signal flat, not every such curve was filed as active; inconclusive = small, poorly fitted or top-dose-only effect, or effect the other way, or a change in a side signal; inactive = no such curve, though single readings can be large or run the other way; the % refers to the polarisation; also: % is scaled to controls: 0 for no effect and ±100 for the full control effect
Target sequence (Q13526 whole entry, looked up): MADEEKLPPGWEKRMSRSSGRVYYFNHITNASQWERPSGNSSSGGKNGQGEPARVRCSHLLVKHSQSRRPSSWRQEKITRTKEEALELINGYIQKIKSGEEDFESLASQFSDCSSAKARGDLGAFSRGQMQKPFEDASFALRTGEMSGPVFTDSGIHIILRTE
12-LOX inh: inhibitors of human 12S-lipoxygenase ALOX12; Potency, µM (highest dose often 108 µM), for inactives: at the highest dose activity change, negative = inhibition, usual class: inhibitors; actives 1.1% (n = 580,000); P18054; purified 12hLO, xylenol orange hydroperoxide absorbance; also: % is scaled to controls: 0 for no effect and ±100 for the full control effect
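Hydroperoxide product was detected by ferrous iron/xylenol orange as the 573 to 405 nm absorbance ratio. Arachidonic acid at 40 uM (final) was turned over for 30 min at room temperature by 150 nM human 12hLO, pH 7.0 Hepes buffer, after 15 min compound preincubation.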
JMJD2A Tudor: blocks the human JMJD2A Tudor domain | Potency, µM (top dose mostly 114 µM), for inactives: at the highest dose activity change, negative = inhibition, usual class: inhibitors | AlphaScreen JMJD2A-Tudor / H3K4me3 peptide binding | actives 4.4% (n = 390,000) | O75164; also: % is scaled to controls: 0 for no effect and ±100 for the full control effect; nearly all actives have a fitted effect of over 50% in size
HP1b chromo inh: inhibitors of HP1-beta chromodomain binding to methylated histone tails. P83916. AlphaScreen HP1-beta / biotin-H3K9me3 peptide binding. Potency, µM (series often up to 114 µM), for the others: at the top dose activity change, negative = inhibition, usual class: inhibitors. actives 0.56% (n = 390,000); also: nearly all actives have a fitted effect of over 70% in size; inactives centre near 23
Target sequence (P83916 whole entry, looked up): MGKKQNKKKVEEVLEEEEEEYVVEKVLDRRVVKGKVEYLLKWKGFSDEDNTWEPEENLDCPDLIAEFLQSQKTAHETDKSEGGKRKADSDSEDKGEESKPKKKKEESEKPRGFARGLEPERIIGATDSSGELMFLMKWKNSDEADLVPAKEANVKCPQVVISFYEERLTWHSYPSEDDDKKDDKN
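AlphaScreen: HP1-beta (50 nM) preformed 30 min with biotin-H3(1-18)K9me3 peptide (50 nM) in PBS pH 7.4, 0.01% Tween-20. Compound added for 30 min at RT, then streptavidin donor/nickel chelate acceptor beads (10 ug/mL) for 30 min.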
RGS4 inhibitor: inhibitors of human regulator of G protein signaling 4. P49798. Transcreener GDP fluorescence polarization, RGS4-accelerated GTP hydrolysis. Potency, µM (highest dose often 114 µM), inactives show top-dose activity change, negative = inhibition, hits mostly inhibitors. actives 0.039% (n = 390,000). AID 504845; also: % is scaled to controls: 0 for no effect and ±100 for the full control effect; nearly all actives have a fitted effect of over 75% in size; some results filed as inactive show a strong effect at the top dose
Target sequence (P49798 whole entry, looked up): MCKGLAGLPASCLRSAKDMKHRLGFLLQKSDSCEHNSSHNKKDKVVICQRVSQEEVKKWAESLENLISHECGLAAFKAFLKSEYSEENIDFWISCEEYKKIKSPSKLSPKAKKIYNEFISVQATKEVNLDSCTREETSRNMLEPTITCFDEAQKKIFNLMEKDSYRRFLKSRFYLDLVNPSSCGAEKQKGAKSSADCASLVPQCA
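MLSMR compounds (23 nl, pin-transferred) preincubated 10 min at room temperature with a 500nM (2x) first reagent, then RGS4 at 900nM (2x) plus Transcreener GDP mix added; fluorescence polarization (620/688 nm) read before and after 90 min at 30 °C.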
Tb PGK inh: T. brucei PGK inhibition; P07378; PGK/GAPDH coupled, Kinase-Glo luminescence, 60 min; Potency, µM (titrated, usually from 57.5 µM), for the others: top-dose activity change, negative = inhibition, usual class: inhibitors; actives 0.043% (n = 380,000); AID 602233; also: % is scaled to controls: 0 for no effect and ±100 for the full control effect; nearly all actives have a fitted effect of over 60% in size
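Recombinant glycosomal PGK reaction used 1,3-bisphosphoglycerate generated in-well by GAPDH (100nM final) in 100mM TEA pH 7.6, 5mM MgCl2, 0.01% Tween-20. After 60 minutes at room temperature, ATP was read by Kinase-Glo Plus luminescence end-point.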
ERG Ets-DNA blk: ERG Ets/DNA interaction inhibition. AID 624246. P11308. fluorescence polarization, His-ERG Ets domain / labelled DNA. actives 0.028% (n = 370,000). Potency, µM (top dose mostly 76.9 µM), for inactives: at the highest dose FP activity, negative = inhibition, most hits filed as inhibitors; active = well fitted inhibition curve with a large enough effect in the polarisation, with a control signal flat; inconclusive = small, poorly fitted or top-dose-only effect, or effect the other way, or a change in a side signal; inactive = no such curve, though single readings can be large or run the other way; the % refers to the polarisation;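 also: polarization taken with two DNA probes labelled with fluorescein and Texas red; % of control where 0% means no effect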
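His-tagged ERG Ets domain (1 uM in the protein solution; 300mM KCl, 50mM Tris-HCl, 1mM EDTA, 1mM DTT, pH 7.5) received compound, then a probe mix of 5 nM fluorescein-DNA and 100nM Texas-615-DNA. Fluorescence polarization was read for both dyes.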
* = called active by the depositor; i = inactive; ? = inconclusive; · = not tested or not shown; [ ] = another dose, or the depositor's remark. Unless noted, calls follow the shape of the dose curve; as a rule, active = well fitted curve in the direction sought with a large enough effect; inconclusive = small, poorly fitted or top-dose-only effect, or another doubt; inactive = no such curve, though single readings can be large; an effect the other way counts as inactive or inconclusive. Potency is read from the fitted curve at half-maximal effect. Not all compounds are listed; the hit share may differ from the screen's.

Preview, three compounds:
entry | SMILES | TrxR1 inh | HP1b chromo inh | GLS inhibitor | Tb PGK inh | JMJD2A Tudor
1 | COc1ccc(S(=O)(=O)N2CCCOC2CNC(=O)C(=O)NCCCN2CCOCC2)cc1C (stereo unspecified) | -6% | 15% | -1% | -1% | -4%
2 | CCOc1ccc(C(CC(=O)O)NC(=O)c2sc3ccccc3c2Cl)cc1 (stereo unspecified) | 13% | 14% | 5% | 0% | -22%
3 | CCOc1ccc(NC(=O)Cn2ncc3ccccc32)cc1 | 16% | 32% | -14% | -4% | 10%

entry | Pin1 inh | 12-LOX inh | RGS4 inhibitor | ERG Ets-DNA blk
1 | -4% | 26% | -14% | 8%
2 | 12% | -5% | -8%[11.4 µM] | 10%
3 | ? | 13% | 1% | 7%

The list itself, repeating the preview:
entry | SMILES | TrxR1 inh | HP1b chromo inh | GLS inhibitor | Tb PGK inh | JMJD2A Tudor
1 | COc1ccc(S(=O)(=O)N2CCCOC2CNC(=O)C(=O)NCCCN2CCOCC2)cc1C (stereo unspecified) | -6% | 15% | -1% | -1% | -4%
2 | CCOc1ccc(C(CC(=O)O)NC(=O)c2sc3ccccc3c2Cl)cc1 (stereo unspecified) | 13% | 14% | 5% | 0% | -22%
3 | CCOc1ccc(NC(=O)Cn2ncc3ccccc32)cc1 | 16% | 32% | -14% | -4% | 10%
4 | Cc1ccc(S(=O)(=O)NCCC(=O)N2CCCCCCC2)cc1C | 13% | 7% | 1% | i | -17%
5 | CCN(CC(=O)Nc1ccc(OC)cc1)C(=O)c1ccc(N2C(=O)CCC2=O)cc1 | 13% | 19% | -4% | -3% | -3%
6 | COc1ccccc1C(=O)N/C(N)=N/c1nc2ccccc2o1 | 7%[57.1 µM] | 40%[activator] | -5% | -8% | -6%
7 | CSc1nc2nc3c(c(=O)n2[nH]1)CCCC3 | 3% | 38%[activator] | -3% | -7% | 14%
8 | CC(=O)c1c(N2CCN(Cc3ccc4c(c3)OCO4)CC2)nc(=S)n(-c2ccccc2)c1C | ? | 18% | 1% | · | -23%
9 | COc1ccc(Nc2cccccc2=O)cc1 | 1% | -3% | 27% | -4% | ?
10 | COc1cc(/C=N/NC(=O)c2ccc(N3CCCC3=O)cc2)ccc1O | -8% | 31% | 0% | -8% | -10%

entry | Pin1 inh | 12-LOX inh | RGS4 inhibitor | ERG Ets-DNA blk
1 | -4% | 26% | -14% | 8%
2 | 12% | -5% | -8%[11.4 µM] | 10%
3 | ? | 13% | 1% | 7%
4 | -5% | 3% | 27% | 1%
5 | -2% | 1% | 0% | -14%
6 | ? | 1% | 14% | -9%
7 | -11% | 35%[activator] | -13% | 9%
8 | 19% | -15% | 11% | -9%
9 | -7% | ? | 12% | -8%
10 | -4% | -11% | -4% | 7%

Continued (2 carried over from the part before).
entry | SMILES | TrxR1 inh | HP1b chromo inh | GLS inhibitor | Tb PGK inh | JMJD2A Tudor
9 | COc1ccc(Nc2cccccc2=O)cc1 | 1% | -3% | 27% | -4% | ?
10 | COc1cc(/C=N/NC(=O)c2ccc(N3CCCC3=O)cc2)ccc1O | -8% | 31% | 0% | -8% | -10%
11 | O=C(O)/C(=C/c1ccc(Cl)c([N+](=O)[O-])c1)c1ccc(S(=O)(=O)N2CCCCC2)s1 | -13% | -5% | ? | -15% | -19%
12 | Cc1ccccc1CN(C)CC(=O)NC(C)CCc1ccccc1 (stereo unspecified) | 10%[57.1 µM] | 62%[activator] | -10% | 1% | 4%
13 | O=C(C1CC1)N1CCc2cc(Br)cc(S(=O)(=O)NCc3ccccn3)c21 | 5%[57.1 µM] | 23% | -9% | -1% | 2.8µM*
14 | CCOC(=O)C1CCN(c2ncnc3c2c(-c2ccccc2)cn3-c2ccc(C)cc2)CC1 | 55%[activator][57.1 µM] | 23% | 9% | i | -15%
15 | Cn1c(N2CCCCC2)cc(=O)n(C)c1=O | 11% | -9% | -8% | 3% | 8%[11.4 µM]
16 | Cc1ccc(CSc2ncc(Cl)c(C(=O)Nc3nc4ccc(C)cc4s3)n2)cc1 | 11% | 43%[activator] | -4% | 8% | 1%
17 | Cc1ccc(C(=O)NCC(=O)N2CCCN(S(=O)(=O)c3ccc(C)cc3)CC2)cc1 | -13% | 16% | 6% | -7% | -7%
18 | CCOC(=O)C1=C(C)Nc2ncnn2C1c1ccc2c(c1)OCO2 (stereo unspecified) | 16% | 29% | 41%[activator] | -1% | -12%
19 | Brc1ccc(CNc2nc3ccccc3n2CCN2CCCCC2)cc1 | 23% | 27% | 5% | -9% | -24%
20 | Cc1ccccc1N1C(=O)C2C3CC(=O)C(c4ccccc43)C2C1=O (stereo unspecified) | 27% | ? | -8% | i | 1%

entry | Pin1 inh | 12-LOX inh | RGS4 inhibitor | ERG Ets-DNA blk
9 | -7% | ? | 12% | -8%
10 | -4% | -11% | -4% | 7%
11 | -16% | 25µM* | -13% | -3%
12 | 6% | -9% | 5% | 3%
13 | 2% | ? | 14% | -2%
14 | -6% | -1% | -22% | 8%
15 | -2% | ? | -3%[11.4 µM] | 4%
16 | -1% | 6% | 0% | 1%
17 | 1% | -12% | 26% | 1%
18 | -10% | 2%[57.4 µM] | -2% | ·
19 | 2% | -11% | -14% | -8%
20 | 0% | -1% | -6% | 2%

Other compounds:
entry | SMILES | TrxR1 inh | HP1b chromo inh | GLS inhibitor | Tb PGK inh | JMJD2A Tudor
21 | Cc1nn(C(C)C(=O)Nc2ccc(Cl)cn2)c(C)c1[N+](=O)[O-] (stereo unspecified) | 10% | 8% | 14% | -4% | 1%
22 | COc1ccc(CNS(=O)(=O)c2cc(-c3cc(C)no3)ccc2C(C)C)cc1 | 15% | 40%[activator] | -3% | -8% | 5%
23 | CC1CCC(NC(=O)c2ccc3c(c2)N(Cc2cccc(F)c2)C(=O)c2ccccc2S3)CC1 (stereo unspecified) | -2%[57.1 µM] | -6% | -1% | i | -35%
24 | CCOC(=O)c1c(NC(=O)C2c3ccccc3Oc3ccccc32)sc2c1CCC(CC)C2 (stereo unspecified) | -12% | 24% | 13% | 11% | -16%
25 | Cc1ccccc1OC(C)C(=O)Nc1ccc(S(=O)(=O)Nc2nccs2)cc1 (stereo unspecified) | 12% | 15% | 1% | -9% | -18%
26 | COc1ccccc1C(=O)N(C1=NC(C)CS1)c1ccc(Cl)cc1 (stereo unspecified) | 46% | 43%[activator] | -4% | i | 16%
27 | O=S(=O)(NC1=NCCCCC1)c1ccccc1Cl | 24% | 44%[activator] | -3% | -7% | -3%
28 | NC(=O)COC(=O)c1ccc(C(=O)C(=O)c2ccccc2)cc1 | -3% | 30% | 4% | 6% | -21%
29 | Cc1ccc(C(C(=O)NC2CCCC2)N(C(=O)CNC(=O)c2ccco2)c2ccccc2)o1 (stereo unspecified) | 13%[57.1 µM] | 13% | -3% | -1% | -3%
30 | Brc1ccc(-c2csc(-c3c[nH]c4ccccc34)n2)cc1 | 15%[57.1 µM] | 17% | 1% | -12% | -21%

entry | Pin1 inh | 12-LOX inh | RGS4 inhibitor | ERG Ets-DNA blk
21 | 0% | 6% | 3% | -9%
22 | -7% | 29% | -3% | 4%
23 | 41%[activator] | ? | -2% | 2%
24 | 34% | 2% | 14% | 0%
25 | -4% | -43% | -25% | 26%
26 | -8% | 0% | -46% | 2%
27 | -8% | 0% | -19% | -4%
28 | -1% | -14% | -6% | -1%
29 | 2% | 14% | 13% | 1%
30 | 96%[activator] | 14% | 1% | -14%

Next compounds follow.
entry | SMILES | TrxR1 inh | HP1b chromo inh | GLS inhibitor | Tb PGK inh | JMJD2A Tudor
31 | CC1(C)CC(=O)CC(=Nc2ccc3[nH]c(=O)[nH]c3c2)C1 | -13%[57.1 µM] | 33% | 17% | 0% | -11%
32 | O=C(CCN1C(=O)/C(=C/c2cccs2)SC1=S)Nc1cccc(O)c1 | -20% | -38% | 20% | 0% | ?
33 | COc1cccc(Cn2nnc(C(=O)NCc3ccc(Cl)cc3Cl)c2N)c1 | 37%[2.29 µM] | 6% | 2% | -10% | 0%
34 | CC(C)=CCCC(C)CN1CCC(N2CCC(C(=O)NC(C)C)CC2)CC1 (stereo unspecified) | 17% | 45%[activator] | 2% | -7% | -7%
35 | COc1ccccc1NC(=O)Cn1ncc2c1-c1ccccc1OC2 | 6%[57.1 µM] | 13% | 0% | -8% | -27%
36 | Cc1ccn2c(Nc3ccc4c(c3)OCCO4)c(-c3ccccc3O)nc2c1 | -4% | 37% | 1% | 0% | ?
37 | COc1ccc(Nc2nnc(-c3cc4c(ccc5ccccc54)oc3=O)s2)cc1 | 22% | 26% | -4% | · | 4%
38 | CC(=O)N/N=C(\C)c1ccc2c(c1)OCCO2 | 8% | 41%[activator] | 3% | 0% | 3%
39 | CCOC(=O)COc1ccc2c(c1)c(C(C)=O)c(C)n2-c1ccccc1 | 8%[57.1 µM] | 18% | -3% | i | ?

entry | Pin1 inh | 12-LOX inh | RGS4 inhibitor | ERG Ets-DNA blk
31 | 9% | -1% | -22% | 1%
32 | 7% | -8% | 18% | 0%
33 | 3% | 2% | 33% | -9%
34 | 2% | 2% | 20% | -5%
35 | 0% | -6% | 8% | 2%
36 | 10% | -25% | 4% | 0%
37 | 1% | -8% | 2% | -2%
38 | -1% | -1% | -6% | -2%
39 | 4% | 69%[activator] | -17% | -10%
